# Nrf2 ARE act: Nrf2 pathway activation | AREc32 ARE-luciferase reporter (MCF7-derived line), luminescence, 24 h | Potency, µM (highest dose often 46.1 µM), for the others: at the top dose activation, most hits filed as activators | hit rate 0.31% among 410,000 | AID 624171; further: potency means the concentration at half of the fitted maximal effect; % of control where 0% means no effect; nearly all actives have a fitted effect of over 65% in size
#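 Cells of the AREc32 ARE-luciferase line are plated in OPTI-MEM containing 5% FBS and left overnight at 37 deg C. Compounds are pinned in, incubation continues 24 hr, and firefly luciferase signal is then measured.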
# Abeta rescue: restores growth of yeast expressing A-beta42 peptide; hit rate 0.063% among 410,000; yeast expressing A-beta42, growth rescue, OD600, 48 h; response scale: 0% DMSO, 100% iron-clioquinol control; Potency, µM (top dose mostly 46.1 µM), without a hit: at the highest dose growth rescue, hits mostly activators; further: potency means the concentration at half of the fitted maximal effect; nearly all actives have a fitted effect of over 55% in size
#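 Growth rescue measured by 600 nm absorbance after 48 h yeast culture at 30 C with compound. Values normalized between DMSO and an equimolar ferric chloride plus clioquinol control.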
# MmCpn inh: inhibitors of Methanococcus maripaludis chaperonin (MmCpn) | purified Mm-Cpn ATPase, ADP Transcreener TR-FRET | Potency, µM (series often up to 76.9 µM), without a hit: at the top dose activity, negative = inhibition, actives largely listed as inhibitors | hit rate 0.031% among 330,000; further: potency means the concentration at half of the fitted maximal effect; on the % scale 0 is the no-effect control and ±100 the full control effect; nearly all actives have a fitted effect of over 80% in size
#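 Reaction buffer contained 30 mM Tris pH 7.4, 100 mM KCl, 5 mM MgCl2 and 1 mM DTT. Mm-CPN (25 nM final) hydrolysed 10 uM ATP over 30 min at 37°C; ADP was read by HTRF.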
# TGFb SMAD3 inh: blocks TGF-b signaling; HepG2 CAGA-GFP TGF-b/SMAD3 reporter, GFP fluorescence, 18 h; TGF-beta stimulated, 500 pg/mL final; Potency, µM (series often up to 46.1 µM), inactives show at the highest dose activity, negative = inhibition, usual class: inhibitors; hit rate 1.2% among 410,000; AID 588855; further: potency means the concentration at half of the fitted maximal effect; on the % scale 0 is the no-effect control and ±100 the full control effect; nearly all actives have a fitted effect of over 65% in size
#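 GFP signal (ex488/em500-530) from TGF-beta-stimulated HEPG2 CAGA-GFP cells, 500 pg/mL final, 18 h at 37 degrees C in DMEM plus 1% FBS, normalized to unstimulated and DMSO-stimulated controls.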
# Akt phos inh: Akt phosphorylation inhibition | activity change, % for hits at 50 µM | hit rate 0.32% among 360,000 | Neuro2A IGF-stimulated pAkt S473 HTRF, 20 min; stronger effect = lower value | AID 651550; in the data active means activity change below about -80%; inconclusive means mostly about -51% to -80%; further: on the % scale 0 is the no-effect control and ±100 the full control effect
#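 Neuro2A cells in DMEM with 0.5% FBS, overnight at 37 deg C, given compound at single 50 µM final, then IGF (6 nM final) for 20 min at 37 deg C. Lysed; phospho-Akt Ser473 by HTRF after 24 h, 665/615 ratio.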
# CCT modulator: modulators of cytosolic chaperonin (CCT/TRiC) activity; purified chaperonin ATPase assay, HTRF ADP detection, 30 min; activity change, % (concentration not given with the values), hits read low; hit rate 0.3% among 360,000; AID 651819; in the data active means activity change below about -30%; further: on the % scale 0 is the no-effect control and ±100 the full control effect
#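 TRiC (40 or 20 nM final, by batch activity) in 30 mM Tris pH 7.4, 100 mM KCl, 5 mM MgCl2, 1 mM DTT was treated with compound at 76 uM single dose, then 10 uM ATP, 30 min at 37 °C. ADP was read by HTRF Transcreener.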
# Nrf2 block: Nrf2 pathway inhibition; A549 ARE-Fluc reporter, luciferase luminescence, 18-24 h; Potency, µM (titrated, usually from 46 µM), for the others: at the highest dose activity change, negative = inhibition, most hits filed as inhibitors; hit rate 2.1% among 360,000; further: potency means the concentration at half of the fitted maximal effect; on the % scale 0 is the no-effect control and ±100 the full control effect; nearly all actives have a fitted effect of over 60% in size
#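 Nrf2 activity is the BugLite luminescence, read 15 min after reagent at room temperature, following CellTiter-Fluor cytotoxicity readout (30 min, 37C). Compound titrations were applied for 18-24 h to 5000 A549 ARE_Fluc cells/well in 5% FBS OPTI-MEM.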
# A549 viability: counter-screen for Nrf2 inhibitors: cytotoxicity in A549 cells; hit rate 0.16% among 390,000; A549 ARE-Fluc cells, CellTiter-Fluor viability, 18-24 h; Potency, µM (top dose mostly 46 µM), for inactives: at the highest dose activity change, negative = cytotoxicity, most hits filed as inhibitors; further: potency means the concentration at half of the fitted maximal effect; on the % scale 0 is the no-effect control and ±100 the full control effect
#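 A549 ARE_Fluc cells in 5% FBS OPTI-MEM were exposed to compounds in concentration-response for 18-24 h at 37 deg C. Viability was read by CellTiter-Fluor fluorescence (Ex 405/Em 525) after 30 min, before the luciferase read.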
# HepG2 viability: HepG2 cytotoxicity, counter-screen for TGF-b inhibitors; HepG2 CAGA-GFP viability, ATP luminescence, 18 h; hit rate 0.76% among 410,000; Potency, µM (titrated, usually from 46.1 µM), for inactives: at the highest dose activity change, negative = cytotoxicity, usual class: cytotoxic; further: potency means the concentration at half of the fitted maximal effect; some results filed as inactive show a strong effect at the top dose
#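 HepG2 CAGA-GFP cells (1000/well, DMEM with 1% FBS) received compound, then TGF-beta at 500 pg/mL final, and were incubated 18 hours at 37 degrees C. Viability was read by CellTiter-Glo luminescence. Media-only wells were set as complete cell-killing and DMSO as no toxicity.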
# Active calls of the source: *; i = inactive; u = inconclusive; x = not tested or not shown; & = joins results of further samples; [ ] = another dose, or the depositor's remark. Unless noted, the call rests on the fitted dose curve; in most records, active means well fitted curve in the direction sought with a large enough effect; inconclusive means small, poorly fitted or top-dose-only effect, or another doubt; inactive means no such curve, though single readings can be large; an effect the other way counts as inactive or inconclusive. The order is random; any-hit rate near 4.3%.
SMILES,Nrf2 ARE act,Abeta rescue,MmCpn inh,TGFb SMAD3 inh,Akt phos inh,CCT modulator,Nrf2 block,A549 viability,HepG2 viability
N#Cc1ccsc1NC(=O)CSc1nncs1,1.9%,-20%,-1%,1%,i,1.1,u,-1%,-1%
O=S(=O)(Nc1ccc(Cc2ccncc2)cc1)c1ccc(Br)s1,0.4%,15%,-1%,-13%,i,-1.0,u,0%,-8%
Cc1ccc2cccc(Oc3ncnc4sc(C)c(C)c34)c2n1,1.9%,-6%,1%,-21%,i,-3.9,23%,-3%,-21%
CC(C)CCN1CCC[C@]2(N[C@H](c3ccccc3)[C@@H]3C(=O)N(Cc4ccccc4)C(=O)[C@@H]32)C1=O,-0.3%,2%,x,3%,i,-1.0,x,x,-17%
O=C(NCCCN1CCOCC1)c1ccc(CS(=O)(=O)Cc2ccccc2Cl)o1,-0.1%,-8%,2%,11%,i,3.9,14%,8%,-4%
COc1cccc(NC(=O)C(C)OC(=O)CCCNC(=O)c2ccc(Cl)cc2)c1 (centres undefined),3.9%,1%,0%,15%,i,-1.5,u,5%,9%
O=C(COC(=O)/C=C/c1ccco1)NCCN1C(=O)CSC1=O,24%,2%,x,-1%,i,-1.5,9%,7%,4%
CCOc1ccc(CCNC(=O)CCOc2cc(C)ccc2C)cc1OCC,0.0%,-16%,2%,0%,i,-0.1,-16%,7%,-8%
Cc1csc(=O)n1CC(=O)OCC(=O)Nc1ccc(F)c(F)c1,-0.2%,-2%,-1%,-7%,i,-2.9,0%,8%,2%
CCOC(=O)CSc1nc2ccccc2n1CC(=O)N1CCN(c2ccccc2)CC1,-0.9%,-15%,-2%,u,i,0.8,1%,1%,-21%

# Compounds shown so far that contain an aryl thioether with sulfur outside any ring (2):
SMILES,Nrf2 ARE act,Abeta rescue,MmCpn inh,TGFb SMAD3 inh,Akt phos inh,CCT modulator,Nrf2 block,A549 viability,HepG2 viability
N#Cc1ccsc1NC(=O)CSc1nncs1,1.9%,-20%,-1%,1%,i,1.1,u,-1%,-1%
CCOC(=O)CSc1nc2ccccc2n1CC(=O)N1CCN(c2ccccc2)CC1,-0.9%,-15%,-2%,u,i,0.8,1%,1%,-21%

# (list continues)
SMILES,Nrf2 ARE act,Abeta rescue,MmCpn inh,TGFb SMAD3 inh,Akt phos inh,CCT modulator,Nrf2 block,A549 viability,HepG2 viability
COc1cc(OC)nc(Nc2nc(C(N)COCc3ccccc3)cs2)n1 (centres undefined),7.2%,-5%,x,u,i,0.9,x,x,-70%
Oc1ccccc1CN1CCN(C(O)(c2ccccc2)c2ccccc2)CC1,0.2%,5%,-1%,u,i,-1.8,20%,-9%,-52%
Cc1ccc(NS(=O)(=O)c2ccc3c(c2)CCC(=O)N3)cc1,3.1%&-0.3%,-8%&16%,1%,17%&0%,i,2.7,-26%&-18%,5%&1%,-27%&-10%
O=C1c2ccccc2C(=O)N1CSc1nnc(Nc2ccccc2)s1,1.1%,-19%,-1%,3%,i,-2.2,1%,-4%,-16%
O=C(NCCc1ccc(Cl)cc1)c1cc(-c2ccccn2)nc2ccccc12,2.6%,17%,-1%,u,i,-0.7,-15%,u,-26%
Cc1ccc(-c2noc(CCC(=O)N3CCN(c4cc(C)ccc4C)CC3)n2)cc1,3.0%,8%,-1%,u,i,0.9,-12%,-8%,-4%
O=C(CCS(=O)(=O)c1cccs1)Nc1ccc(C(=O)NCc2ccccc2)cc1,-0.5%,-19%,2%,10%,i,-0.9,15%,3%,8%
COCCCNC(=S)NNC(=O)c1cc(-c2cccnc2)nc2ccccc12,2.4%,7%,0%,-10%,i,-0.3,5%,0%,26%
O=C(O)CSc1c2c(nc3cc(C(=O)Nc4ccc(F)c(Cl)c4)ccc13)CCC2,-0.2%,-11%,x,-27%,x,x,u,1%,0%
COc1ccc(C(=O)NC(=S)N(C)C2CCCCC2)cc1Br,3.4%,16%,-1%,-23%,i,0.7,u,0%,-29%
Cc1cc(C)cc(NC(=O)CSc2nccn2-c2ccccc2)c1,-0.6%,-2%,x,0%,x,x,x,9%,-9%
NC(=O)Cn1nnc(-c2ccc(CN3CCCCC3)cc2)n1,0.0%,-6%,2%,21%,i,0.2,10%,1%,26%
Cc1cc(C(C)(C)C)oc1C(=O)N(CC(=O)NC1CCCC1)Cc1ccccc1,-0.6%,-8%,-1%,0%,i,-2.8,-7%,-4%,3%
O=C(NCCCN1CCCC1=O)c1cccc(S(=O)(=O)NCc2ccccc2)c1,-0.3%,1%,1%,0%,i,2.3,-7%,-2%,7%
CCOC(=O)N1CCN(C(=O)CSc2nnc(-c3c[nH]c4ccccc34)n2CCOC)CC1,-0.2%,0%,-3%,10%,i,0.0,-13%,-2%,9%
CCc1cccc(C)c1NC(=O)CSc1nc(C)c(C)o1,-0.5%,14%,0%,1%,i,-3.1,-15%,3%,-25%
COC(=O)CCCCNC(=O)Nc1ccccc1,-0.1%,2%,1%,-7%,i,0.4,6%,7%,-9%
CC(c1ccccc1)C1CC(=O)N(c2cc(Cl)ccn2)C1=O (centres undefined),-0.4%,-17%,0%,4%,i,-0.2,12%,3%,1%
CN1CCN(NC(=S)NC2CCCCC2)CC1,0.3%,13%,-1%,4%,i,-1.0,12%,9%,-2%
CCOC(=O)C(C)Sc1nc2c(c(=O)[nH]c(=O)n2C)n1C/C=C(/C)Cl (centres undefined),0.2%,22%[9.22 µM],0%,-2%,i,0.4,x,-8%,-3%

# Entries of single compounds, looked up by structure.
# Cc1cc(C)cc(NC(=O)CSc2nccn2-c2ccccc2)c1 reads Nrf2 ARE act = -0.6%; Abeta rescue = -2%; MmCpn inh = x; TGFb SMAD3 inh = 0%; Akt phos inh = x; CCT modulator = x; Nrf2 block = x; A549 viability = 9%; HepG2 viability = -9%
# O=C(NCCCN1CCCC1=O)c1cccc(S(=O)(=O)NCc2ccccc2)c1 reads Nrf2 ARE act = -0.3%; Abeta rescue = 1%; MmCpn inh = 1%; TGFb SMAD3 inh = 0%; Akt phos inh = i; CCT modulator = 2.3; Nrf2 block = -7%; A549 viability = -2%; HepG2 viability = 7%

# Other entries:
SMILES,Nrf2 ARE act,Abeta rescue,MmCpn inh,TGFb SMAD3 inh,Akt phos inh,CCT modulator,Nrf2 block,A549 viability,HepG2 viability
O=C(NNC(=O)c1cc(-c2ccc(Cl)c(Cl)c2)nc2ccccc12)Nc1ccccc1,0.4%,8%,-2%,u,i,-2.3,u,u,0%
COc1ccc(NC(=O)Cc2c(SC)c3ccccc3n2Cc2ccccc2)cc1,-1.2%,16%,-1%,u,i,2.5,-10%,-2%,-2%
S=C(c1ccc(-c2ccc(Br)cc2)o1)N1CCOCC1,6.9%,-10%,-3%,-14%,i,1.0,u,2%,-18%
Cc1ccc(CSC2=Nc3ccccc3C3=NC(CCC(=O)NCc4cccs4)C(=O)N23)cc1 (centres undefined),4.0%,0%,x,0%,x,x,x,u,-11%
Clc1ccc(CSc2ccc(-c3ccccn3)nn2)cc1,0.8%,7%,2%,-16%,i,0.5,u,-17%,2%
COc1ccccc1NC(=O)c1ccc(NS(=O)(=O)c2cccc3cccnc23)cc1,-1.1%,-14%,1%,u,i,-0.3,-17%,-2%,6%
CC1=C(C(=O)OCCOc2ccccc2)C(c2ccc(C)o2)C2=C(CC(C)(C)CC2=O)N1 (centres undefined),0.6%,4%,-2%,9%,i,-1.3,u,-20%,-1%
COc1cccc(-c2nc(C(=O)NCCCN3CCOCC3)cc3c2[nH]c2ccccc23)c1,5.0%,1%,-5%,u,i,1.2,u,-10%,-45%
CCN(CC)CCNC(Cc1ccccc1)c1cccc(OC)c1 (centres undefined),-0.5%,-13%,x,-16%,i,-2.7,9%,-2%,-14%
O=C(O)c1ccnc(SCC(=O)c2ccccc2)c1,-1.0%,14%,3%,0%,i,-1.3,1%,1%,2%
COC(=O)C(C)Sc1nc2c(cnn2-c2ccc(F)cc2)c(=O)[nH]1 (centres undefined),-0.6%&-0.3%,9%&-16%,-3%,3%&-3%,i,0.4,3%,-5%&1%,-1%&8%
COc1ccc(CC(=O)NC2CCCCCC2)c(OC)c1,-0.1%,12%,0%,-29%,i,-3.4,5%,-8%,1%
CCN(c1ccccc1)S(=O)(=O)c1ccc(NC(=O)c2cc(=O)c3ccc(C)c(C)c3o2)cc1,0.3%,-17%,x,-5%,x,x,24%,3%,-13%
Cc1ccc(NC(=O)c2cc3nc(-c4ccc5c(c4)OCO5)cc(C(F)(F)F)n3n2)cc1Cl,-1.3%,1%,x,-12%,x,x,3%,-2%,2%
CC1CCN(CC(=O)Nc2ccc(S(=O)(=O)NC3CC3)cc2)CC1,-0.5%,0%,-3%,2%,i,0.6,12%,0%,-4%
CN(C)S(=O)(=O)c1cccc(NC(=O)COC(=O)C2(c3ccccc3F)CCCC2)c1,2.6%,-9%,0%,u,i,-0.4,u,u,-30%
O=C(/C=C/c1ccccc1[N+](=O)[O-])NCc1ccncc1,0.5%,-30%[inhibitor],0%,-6%,i,1.0,-8%,7%,22%
COc1ccc(OC)c(S(=O)(=O)N2CCNCC2)c1,-0.7%,-2%,-1%,22%,i,-9.2,-6%,0%,9%
CC1CCCCC1NC(=O)c1ccc(N2CCCC2=O)cc1 (centres undefined),-1.0%,-14%,u,1%,x,-3.0,x,1%,-7%
COc1ccc(C(=O)c2coc3ccc(OC(C)=O)cc23)cc1,-0.2%,-14%,1%,u,i,-4.2,1%,-7%,3%
COc1ccc(Cn2c(=O)n(Cc3ccco3)c(=O)c3oc4ccccc4c32)cc1,4.6%,-23%,x,-14%,x,x,28%,0%,-10%

# Source: PubChem BioAssay (National Center for Advancing Translational Sciences (NCATS))
